High-throughput results (PubChem)
HCT116 bCat-KO: beta-catenin-lacking colon tumor cell growth suppression | HCT116 beta-catenin knockout viability, CellTiter-Glo, 60 h; stronger effect = lower value | viability, % at 10 µM | 140,000 tested, 1.5% active | AID 818;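 active = viability at or under a set limit, the compound median less 4 SD, cut at about 6% in these data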;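 note: 0% = Hyamine 1622 control at 20 µM and 100% = untreated cell control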
Yeast lifespan up: extends the lifespan of yeast; S. cerevisiae growth with nicotinamide, OD615; deaD strain in restrictive glucose medium; inhibition of the nicotinamide effect, % at 10 µM; 130,000 tested, 0.68% active; AID 775;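 active = inhibition above a set limit, placed 3 SD over the median of all compounds, cut at about 26% in these data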;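 note: 0% = nicotinamide-treated wells and 100% = cells grown without nicotinamide; some compounds called inactive have numbers as strong as hits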
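Assay system: engineered S. cerevisiae DeaD replicative-lifespan strain, galactose-grown log-phase cells; medium: restrictive CSMM-D dextrose medium; also added: nicotinamide, 1.5 mM, co-present with compound; schedule: 48 h compound exposure at 30 °C, humidified; detection: absorbance at 615 nm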
Phagocyt inh: blocks phagocytosis by macrophages; AID 1029; 110,000 tested, 0.07% active; J774A.1 macrophage IgG-bead phagocytosis, imaging; inhibition, % at 5 µM;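 active = inhibition above the mean of the plate negative controls plus 5 SD, cut at about 13% in these data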;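 note: phagocytic index as fraction of beads internalized from green versus red external bead signal; plate controls were DMSO negative control for no effect and cytochalasin-D positive control for full effect; some results beyond the cut were filed as inactive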
MRP-1 activ: activators of MRP-1 | AID 799 | 140,000 tested, 0.61% active | viability increase, % at 10 µM | H69AR cells + doxorubicin, viability rescue, CellTiter-Glo;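 active = viability gain under doxorubicin at or above a set limit, the compound median plus 3 SD, cut at about 4.7% in these data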;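 note: MRP-1 overexpressing cells given doxorubicin 25 µM after compound pretreatment; 18-22 h compound pretreatment then 72 h with doxorubicin before readout; 0% = doxorubicin-only wells and 100% = vehicle-treated cells without doxorubicin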
PTEN del growth: PTEN-deleted cell growth suppression. HCT116 PTEN-null viability, CellTiter-Glo, 60 h; stronger effect = lower value. 140,000 tested, 1.2% active. AID 827. viability, % at 10 µM;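 active = viability at or below a set limit, 4 SD under the median of all tested compounds, cut at about 3.7% in these data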;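 note: PTEN knockout HCT116 line with beta catenin targeted HCT116 as companion control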
NPY Y2 blocker: NPY-Y2 (human) receptor antagonism | P49146 | NPY-Y2 expressing cells, antagonist mode | inhibition, % at 2.7 µM | 140,000 tested, 0.99% active | AID 793; in the data active = inhibition above about 17%;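 note: 0% = vehicle with agonist challenge and 100% = reference antagonist with challenge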
Target sequence (P49146 whole entry, looked up): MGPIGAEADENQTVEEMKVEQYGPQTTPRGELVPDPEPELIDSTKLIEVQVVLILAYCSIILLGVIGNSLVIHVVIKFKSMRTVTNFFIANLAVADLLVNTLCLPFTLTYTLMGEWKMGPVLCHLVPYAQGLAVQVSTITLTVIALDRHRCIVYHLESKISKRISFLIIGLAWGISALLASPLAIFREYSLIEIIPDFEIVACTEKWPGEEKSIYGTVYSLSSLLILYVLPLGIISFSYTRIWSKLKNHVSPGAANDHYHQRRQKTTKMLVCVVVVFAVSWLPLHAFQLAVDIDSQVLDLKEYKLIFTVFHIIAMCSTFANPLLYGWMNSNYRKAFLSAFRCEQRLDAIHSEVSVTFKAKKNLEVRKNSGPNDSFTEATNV
Measles CPE: protection of cells from measles virus. Measles virus-infected cells, CPE protection, absorbance. 140,000 tested, 1.5% active. protection (pct of control), % at 4 µM; in the data active = protection mostly above about 24%, no sharp cut-off; inactive = mostly below about 26%; note: some compounds called inactive have numbers as strong as hits
E-sel TNF inh: blocks E-selectin expression induced by TNF alpha | HUVEC TNFa-induced E-selectin immunofluorescence, high content | inhibition, % at 2 µM | 120,000 tested, 0.71% active | AID 1246;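 active = inhibition above the batch mean plus 3 SD, and confirmed as a hit on visual image review, cut at about 43% in these data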;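 note: 0% = TNF-stimulated DMSO wells and 100% = unstimulated control wells; not every result past the cut was called active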
GALR2 antag: GALR2 (human) receptor antagonism; GALR2-expressing cells, antagonist mode; inhibition, % at 4 µM; 140,000 tested, 0.39% active; in the data active = inhibition above about 27%;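 note: cells stimulated with galanin 1-16 at roughly its EC80; 0% = agonist challenge control and 100% = basal control without agonist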
Target sequence (O43603 whole entry, looked up): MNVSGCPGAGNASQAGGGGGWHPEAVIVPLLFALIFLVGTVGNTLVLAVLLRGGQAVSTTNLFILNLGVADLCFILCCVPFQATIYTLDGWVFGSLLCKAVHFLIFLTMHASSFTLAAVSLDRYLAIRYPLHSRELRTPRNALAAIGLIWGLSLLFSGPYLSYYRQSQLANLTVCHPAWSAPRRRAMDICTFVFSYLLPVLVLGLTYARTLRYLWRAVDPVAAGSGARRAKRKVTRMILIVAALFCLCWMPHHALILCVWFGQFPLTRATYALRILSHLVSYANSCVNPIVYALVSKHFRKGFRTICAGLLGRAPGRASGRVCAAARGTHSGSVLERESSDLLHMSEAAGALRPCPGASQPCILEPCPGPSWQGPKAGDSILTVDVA
BB579 growth dn: reduces growth of yeast BB579 in restrictive medium; S. cerevisiae BB579 growth, OD615, 48 h; inhibition, % at 10 µM; 140,000 tested, 0.51% active; AID 804;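 active = inhibition above a set limit, 3 SD over the mean compound inhibition, cut at about 44% in these data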; note: inactives centre near -24
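System: DeaD yeast strain BB579; buffer or medium: CSMM-D dextrose restrictive medium; technique: OD at 615 nm; schedule: 4 h cell preincubation, 48 h compound exposure, 30 °C humidified; doses: single 10 µM dose; controls: amphotericin B 10 µg/mL, positive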
* marks the source's active call; other numbers are inactive results; nt = no result given; & = joins results of further samples.

SMILES	HCT116 bCat-KO	Yeast lifespan up	Phagocyt inh	MRP-1 activ	PTEN del growth	NPY Y2 blocker	Measles CPE	E-sel TNF inh	GALR2 antag	BB579 growth dn
CS(=O)(=O)N(CC(=O)Nc1ccc2c(c1)OCCO2)c1ccc2c(c1)OCO2	104.5	-9.9	0.8	-0.3	101.3	-1.1	0.7	-41.8	7.3	-29.2
CC(C)c1ccc(S(=O)(=O)N2CCN(C(C)C(=O)Nc3ccccc3-c3ccccc3)CC2)cc1 (configuration not stated)	68.4	4.9	nt	-2.1	66.8	16.0	13.6	nt	-2.5	-48.3
Cc1ccc(-c2cc(C(=O)NCCCn3ccnc3)c3cc(Br)ccc3n2)o1	87.1	-6.3	1.8	-6.5	76.5	2.0	8.9	18.8	2.3	-17.7
Brc1ccccc1CN1CCC(N2CCCCC2)CC1	74.9	-18.7	-0.6	-3.4	79.8	4.3	7.6	nt	-9.1	-4.4
N#Cc1c(NCCO)nc(NCc2ccccc2)c2c1CCN(Cc1ccccc1)C2	44.2	-25.6	1.1	-4.7	55.1	-1.7	6.9	-6.1	-7.0	-21.6
Cc1cnc(NC(=O)CSc2nnc(-c3cccs3)n2C)s1	111.2	-4.6	-0.8	0.0	116.8	1.2	20.4	-4.5	0.2	-59.8
Cc1cc(C)n2nc(C(=O)Nc3cccnc3)nc2n1	95.2	-6.5	0.6	-0.8	84.2	3.0	9.2	-1.0	12.3	-12.5
CC(=O)Nc1ccc(S(=O)(=O)NNC(=O)c2cc3c4ccccc4n(C)c3s2)cc1	93.9	-13.1	0.0	-2.8	87.4	-0.9	7.6	-22.1	-3.8	-15.5
CCOc1ccc(S(=O)(=O)N/N=C(\C)c2ccc(Cl)c(Cl)c2Cl)cc1	96.0	5.8	-11.5	0.9	91.5	17.4*	8.5	nt	-1.6	-22.5
Cc1ccc(C(=O)N2CCN(c3ccccc3)CC2)cc1C	89.8	-1.0	3.1	-3.0	92.0	1.5	8.5	-18.3	-2.8	-22.3
CCOC(=O)N1CCC(N2CCN(S(=O)(=O)c3ccc(C)cc3)CC2)CC1	90.6	-10.9	0.8	-0.8	100.5	1.3	15.6	2.3	-8.8	-23.9
Cc1cccc(CN2CCCC(C(=O)N3CCc4ccccc4C3)C2)c1 (configuration not stated)	83.0	0.3	0.6	-1.1	77.8&88.5	5.6	4.0	1.3	3.8	4.4
Cc1cc(C)c(C#N)c(=N)o1	84.5	-5.8	0.0	-1.1	87.7	1.5	1.1	61.6*	-15.0	5.0
Cc1ccc(C)c(S(=O)(=O)N2CCN(C(C(=O)Nc3ccc(F)cc3)c3ccccc3)CC2)c1 (configuration not stated)	66.8	0.8	nt	-1.1	68.0	2.1	19.6	nt	9.3	-22.4
Cn1c(=O)c2[nH]c(CN3CCN(Cc4ccccc4)CC3)nc2n(C)c1=O	102.9	-17.1	0.4	-2.9	97.8	2.4	7.5	6.5	-13.1	10.5
COc1ccc(NC2=C(C(C)=O)C(c3ccc(OC)c(OC)c3)C(C(C)=O)C(C)(O)C2)cc1 (configuration not stated)	77.0	nt	nt	-2.8	92.6	-2.4	23.0	2.6	12.5	-48.6
CCOC(=O)Nc1oc2ccccc2c(=O)c1CN1CCOCC1	59.0	-19.7	-1.8	-4.0	49.4	1.2	7.4	2.1	12.8	-23.8
O=c1[nH]c(SCc2cccc(Cl)c2)nc2c1CCCC2	97.7	-5.7	-2.8	-2.3	100.7	5.6	18.7	-26.3	4.0	-22.2
Cc1ccc(O)c(N=NC2=C(O)CC(C)(C)CC2=O)c1	4.4*	9.7	-2.6	-1.9	5.0	4.0	3.0	9.8	18.9	-29.8
COc1ccc(C(=O)NCC(=O)N=Nc2c(O)n(Cc3ccccc3)c3ccccc23)cc1OC	78.0	0.2	-4.8	-3.9	75.2	3.5	5.3	-23.0	-7.5	-55.4
Cc1ccc(N/C(C(Cl)=C(Cl)Cl)=C(/Cl)[N+](=O)[O-])c(C)c1	88.6	48.2*	2.0	-2.5	84.2	3.5	9.1	-2.9	5.4	-57.3
Cc1sc(NC(=O)C2C3CCC(O3)C2C(=O)O)nc1-c1ccc(CC(C)C)cc1 (configuration not stated)	82.9	-7.9	-4.9	-4.3	76.2	-1.5	10.4	0.8	-4.7	3.7
CN1C(=S)SC(C)(C)C1/[N+]([O-])=C/c1cccnc1 (configuration not stated)	87.7	-7.0	-0.8	0.9	105.1	1.6	21.3	-6.9	1.0	-51.1
CC(C)C(=O)Nc1cccc(-c2cn3ccccc3n2)c1	99.0	4.8	-5.6	-2.0	96.0	3.2	25.1	nt	-6.2	-9.5
Cc1cc(NC(=O)c2ccccc2NS(=O)(=O)c2c(C)c(C)cc(C)c2C)no1	71.2	1.6	1.5	-3.5	69.8	5.6	8.1	13.4	5.5	-31.6
CCOC(=O)N1CCN(C(=O)Cc2cccs2)CC1	97.3	-7.8	-2.2	-0.8	108.1	-1.7	6.4	nt	-11.6	-48.0
O=C(Oc1cccc(N2C(=O)C3C4c5ccccc5C(c5ccccc54)C3C2=O)c1)c1ccco1 (configuration not stated)	73.8	2.1	-4.2	0.1	74.8	-2.2	17.1	13.7	1.7	-32.2
COc1ccc(OCCOCCOc2ccc(C)cc2[N+](=O)[O-])cc1	91.7	-5.9	-6.0	0.1	89.6	4.0	4.7	nt	-1.0	1.6
CCOC(=O)Nc1ccc2c(CN3C(=O)NC(CC)(CC)C3=O)cc(=O)oc2c1	90.4	-12.3	0.5	-4.8	93.7	1.7	4.3	-11.1	-2.1	-41.9
Cc1cc(NC(=O)c2c([N+](=O)[O-])cnn2C)no1	100.9	-9.6	nt	-1.1	93.5	2.3	2.1	-4.0	-10.5	-3.5
Cc1ccc(-c2nnc(SCC(=O)n3c4c(c5ccccc53)CCCC4)o2)cc1	109.0	-17.9	-1.2	0.6	92.4	3.4	4.7	11.9	-3.8	-38.9
O=C(Nc1ccccn1)C12CC3CC(CC(C3)C1)C2	87.8	-4.6	-1.7	0.8	103.8	0.9	6.2	-17.9	-14.1	-33.4
CCCn1cc(S(=O)(=O)CC(=O)NC2CCCCC2)c2ccccc21	86.9	nt	nt	-2.1	92.7	2.2	18.5	-20.9	-2.0	-9.0
Cc1cc(C)n2nc(C(=O)OCCOc3ccc(F)cc3)nc2n1	94.3	-5.2	0.6	0.6	98.3	3.5	24.6	nt	-1.5	-8.9
CCCC1C2C(=O)N(c3ccccc3)C(=O)C2ON1c1ccccc1 (configuration not stated)	95.5	0.2	-0.6	-0.9	105.3	5.3	7.9	0.6	-15.2	-8.4
COC(=O)c1ccc(NC(=O)CSc2nnc(COc3ccc4c(c3)CCCC4)o2)cc1	105.5	0.5	-0.3	-1.6	91.1	-1.9	5.2	24.3	8.4	-29.4
CC1CN(Cc2nc3c(c(=O)n(C)c(=O)n3C)n2Cc2cccc(Cl)c2)CC(C)O1 (configuration not stated)	99.1	-11.7	-0.3	-1.1	93.9	0.6	5.2	nt	-5.5	-48.8
CCOc1cc(OCC)nc(S(C)(=O)=O)n1	87.9	0.7	-0.5	-4.2	96.1	0.7	3.9	nt	-6.3	17.3
CCOc1cc(C(=O)Nc2ncccn2)cc(OCC)c1OCC	97.7	-7.5	-0.2	-1.7	100.8	4.1	2.7	-8.6	-7.8	37.8
Cc1ccc(NC2SC(=O)N(Cc3cccc(C(=O)O)c3)C2=O)cc1 (configuration not stated)	81.1	15.2	-0.8	-1.7	85.7	1.9	14.1	-0.3	-7.2	11.8
O=C(CSc1nnc(-c2ccc(OC(F)F)cc2)o1)NCc1cccs1	99.2	-13.6	0.3	-2.4	97.0	3.2	14.6	-10.9	9.0	-34.4
COc1ccc(-n2nc(C(=O)NCC(=O)NCc3ccco3)c3ccccc3c2=O)cc1Cl	89.8	-5.1	-1.9	-3.6	94.8	5.2	12.9	nt	4.1	-16.4
COc1ccc(C2CC3(CC(C)(C)NC(=O)N3)Oc3cc(O)ccc32)cc1 (configuration not stated)	104.3	-11.3	0.0	-2.0	100.6	0.6	20.3	9.6	-25.5	-16.2
CCN(CC)c1ccc(NC(=O)/C=C\c2ccccc2Cl)cc1	53.0	-12.9	-0.4	0.9	47.1	-1.4	-0.3	-23.8	-6.1	-43.9
Cc1ccc(NC(=O)N2CCC(O)(c3cccnc3)CC2)cc1	90.8	-9.7	nt	-1.0	97.0	-2.1	11.2	-11.4	3.9	-22.2
O=C(NCc1ccccc1)[C@@H]1CSC2c3ccccc3C(=O)N21 (some centres not stated)	101.2	-5.3	3.8	-1.3	98.2	-0.5	12.4	13.4	-1.6	-9.3
COc1cc(/C=C/C(=O)c2ccc(O)cc2)ccc1OCC#N	2.7*	-1.0	nt	-4.8	1.7*	1.3	0.3	nt	16.7	10.2
Cc1ccc(S(=O)(=O)c2c(N)n(Cc3ccco3)c3nc4ccccc4nc23)cc1	59.2	2.1	0.1	-1.8	53.3	-0.3	4.2	-10.3	-2.4	-8.4
CC(C)=CCC/C(C)=C/C=N/NC(=O)c1cccc([N+](=O)[O-])c1	62.9	1.9	nt	-1.0	60.5	1.8	18.4	nt	-2.0	16.6
CC1CC(C)CN(C(=O)CCCn2c(=S)[nH]c3ccccc3c2=O)C1 (configuration not stated)	73.2	-6.2	-0.2	-3.0	69.3	-2.7	3.2	-8.4	-8.2	-28.6
(next part)
SMILES	HCT116 bCat-KO	Yeast lifespan up	Phagocyt inh	MRP-1 activ	PTEN del growth	NPY Y2 blocker	Measles CPE	E-sel TNF inh	GALR2 antag	BB579 growth dn
Cc1cccc(C(=O)N2CC3(C)CC2CC(C)(C)C3)c1 (configuration not stated)	86.1	13.1	-4.8	-0.1	101.4	-0.4	14.8	2.3	-1.1	-13.1
CCOc1ccc(Br)cc1S(=O)(=O)Nc1ccc(C(=O)OCC(=O)N(C)c2ccccc2)cc1	82.5	-0.1	-3.4	-0.2	82.9	-1.5	3.5	-5.7	-10.6	-62.6
CC(=O)c1cccc(NC(=O)c2cccc(S(=O)(=O)N(C)C)c2)c1	86.1	-3.3	0.2	-1.5	90.2	1.8	8.6	-25.8	-2.2	3.8
N#CCCn1cc(C(=O)Nc2ccccc2Br)c(-c2cccs2)n1	65.6	-5.1	-3.3	-3.0	74.0	0.0	3.9	-18.5	-5.0	-46.8
O=C(Nc1ccccc1-c1nnc(SCc2ccc(Cl)cc2)o1)c1ccccc1	81.7	6.1	-0.2	2.6	90.1	4.5	21.2	-11.7	10.6	-54.3
CC(C)c1ccc(S(=O)(=O)Nc2ccc(SC(F)F)cc2)cc1	89.6	3.4	-7.5	-0.6	81.7	0.0	5.2	nt	-10.3	-47.1
N#CCSc1nnc(Cc2ccc3c(c2)OCO3)o1	97.2	-22.1	-1.1	-1.1	93.4	-0.5	3.9	nt	11.6	-32.8
O=C(COc1ccccc1-c1ccccc1)c1ccccc1	93.3	-8.5	-3.4	2.3	99.7	2.4	0.4	nt	-1.4	-20.2
CCOC(=O)/C(C#N)=C1\C=CN(C)C(C)=N1	86.6	nt	nt	-0.8	96.2	0.7	1.5	-20.5	-7.1	-11.4
